Epigenetic reg: derepresses silenced GFP reporter in murine cells; murine LDR cells, GFP reporter derepression, 30 h; Potency, µM (series often up to 53.9 µM), without a hit: at the top dose GFP activation, actives largely listed as activators; 280,000 tested, 0.2% active; AID 1865; further: % of control where 0% means no effect; nearly all actives have a fitted effect of over 60% in size
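Derepression of a silenced CMV-GFP reporter in murine LDR cells is scored by enumerating GFP-positive cells with a laser-scanning microplate cytometer after 30 hours of treatment at 37 C.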
aGlu spleen mod: inhibitors or activators of human alpha-glucosidase in spleen homogenate | human spleen homogenate, 4-MU-alpha-glucoside fluorescence | AID 2112 | 240,000 tested, 0.006% active | P10253 | Potency, µM (highest dose often 79.9 µM), without a hit: at the top dose activity change, negative = inhibition, hits mostly inhibitors;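 further: 0% = enzyme with vehicle and -100% = no enzyme basal signal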
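Human spleen homogenate (1 ug) incubated with compounds and 1 mM 4-methylumbelliferyl-alpha-D-glucopyranoside in pH 5.0 citrate/phosphate buffer, 37 C, 40 min. Stopped at pH 10; 4-MU fluorescence (Ex 365/Em 440 nm); AC50 by Hill fit.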
aGal spleen mod: inhibits or activates alpha-galactosidase in human spleen homogenate. Potency, µM (titrated, usually from 80 µM), inactives show at the highest dose activity change, negative = inhibition, usual class: inhibitors. 240,000 tested, 0.008% active. human spleen homogenate, 4MU-alpha-Gal fluorescence, 40 min. AID 2107. P06280;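 further: 0% = enzyme with vehicle and -100% = no enzyme basal signal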
Target sequence (P06280 32-429 limits assumed): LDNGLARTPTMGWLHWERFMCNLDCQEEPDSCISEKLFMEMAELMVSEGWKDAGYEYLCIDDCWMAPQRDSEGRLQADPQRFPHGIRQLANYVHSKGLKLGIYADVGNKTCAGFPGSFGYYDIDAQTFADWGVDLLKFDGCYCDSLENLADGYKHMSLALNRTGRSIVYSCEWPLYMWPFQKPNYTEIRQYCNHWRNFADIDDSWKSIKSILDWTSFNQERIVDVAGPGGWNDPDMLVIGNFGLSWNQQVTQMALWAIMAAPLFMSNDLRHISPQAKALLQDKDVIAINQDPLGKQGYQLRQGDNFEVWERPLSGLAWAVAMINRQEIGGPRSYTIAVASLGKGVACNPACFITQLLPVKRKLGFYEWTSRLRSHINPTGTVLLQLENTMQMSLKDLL
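Spleen homogenate 1 ug + cpd (titration) + 4-MU-alpha-D-galactopyranoside 1 mM; 37C 40 min; 50 mM citrate/phosphate pH 5.0, 0.01% Tween-20; stop pH 10; fluorescence 365/440; AC50 via Hill.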
ALDH1A1 block: blocks purified human ALDH1A1 activity | P00352 | AID 1030 | Potency, µM (doses to about 75.3 µM), for inactives: top-dose activity, negative = inhibition, actives largely listed as inhibitors | Purified ALDH1A1, NADH fluorescence, propionaldehyde substrate | 220,000 tested, 7.3% active; active means well fitted inhibition curve with a large enough effect, not every such curve was filed as active; inconclusive means small, poorly fitted or top-dose-only effect, or another doubt; inactive means no such curve, though single readings can be large or run the other way;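 further: plate controls were no enzyme wells and a reference inhibitor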
GAA inh: inhibitors of human lysosomal alpha-glucosidase; P10253; purified human GAA, 4-MU-alpha-glucoside fluorescence; Potency, µM (top dose mostly 76.9 µM), inactives show at the top dose activity change, negative = inhibition, hits mostly inhibitors; 200,000 tested, 0.005% active; AID 1466;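 further: plate controls were uninhibited enzyme wells for no effect and no-enzyme background for full effect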
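Fluorogenic assay: 4 nM human alpha-glucosidase with 400 uM 4-methylumbelliferyl-alpha-D-pyranoside in 50 mM citrate/phosphate, 0.005% Tween-20, pH 5.0, 20 min at room temperature. Compounds tested up to 77 uM; AC50 from Hill fits.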
GAA glycogen: GAA glycogen-cleavage inhibition or activation; AID 2100; 300,000 tested, 0.38% active; recombinant GAA, glycogen substrate, Amplex Red glucose oxidase fluorescence; Potency, µM (top dose mostly 76.4 µM), for the others: at the highest dose activity change, negative = inhibition, most hits filed as inhibitors;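 further: 0% = full enzyme reaction and -100% = no-enzyme basal signal; the screen sought inhibitors and activators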
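Recombinant human alpha-glucosidase (4 nM final) hydrolysed bovine liver glycogen (30 ug) for 40 min at 37 C in pH 5.0 citrate/phosphate with 0.01% Tween-20. Released glucose detected by glucose oxidase/Amplex Red, Ex 573/Em 610 nm. Compounds up to 77 uM; AC50 from Hill fits.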
Tau fluor cs: counter-screen for tau fibril formation inhibitors | tau K18 P301L (four-repeat tau fragment) Alexa594 fluorescence, heparin fibrillization | Potency, µM (titrated, usually from 57.7 µM), for the others: top-dose activity change, negative = decrease | 280,000 tested, 0.93% active | AID 1463; further: on the % scale 0 is the no-effect control and ±100 the full control effect; nearly all actives have a fitted effect of over 55% in size
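Human K18 P301L tau (15 uM unlabeled plus 0.24 uM Alexa 594-labeled, final) in 100 mM sodium acetate pH 7 was mixed with compound and 20 uM heparin and incubated 6 hr at 37 C.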
NPSR antag: blocks cAMP signaling of the human neuropeptide S receptor. Potency, µM (top dose mostly 38.3 µM), for inactives: at the highest dose activity change, negative = inhibition, hits mostly inhibitors. AID 1461. 220,000 tested, 1% active. CHO-NPSR cells, cAMP TR-FRET, antagonist mode; further: on the % scale 0 is the no-effect control and ±100 the full control effect; nearly all actives have a fitted effect of over 50% in size; many of its hits are not listed in these tables
Target sequence (Q6W5P4 whole entry, looked up): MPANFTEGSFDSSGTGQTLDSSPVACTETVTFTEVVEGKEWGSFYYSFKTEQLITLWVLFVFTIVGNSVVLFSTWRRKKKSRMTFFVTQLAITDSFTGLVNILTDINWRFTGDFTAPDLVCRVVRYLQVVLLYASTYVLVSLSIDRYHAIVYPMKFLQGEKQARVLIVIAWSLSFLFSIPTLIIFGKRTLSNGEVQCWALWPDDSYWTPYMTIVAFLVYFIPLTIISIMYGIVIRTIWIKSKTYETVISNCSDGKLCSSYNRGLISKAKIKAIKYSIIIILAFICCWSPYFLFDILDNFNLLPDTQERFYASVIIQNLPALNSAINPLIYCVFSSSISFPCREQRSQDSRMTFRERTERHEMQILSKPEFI
The depositor's hits bear a star; ? = inconclusive; · = not tested or not shown; & = joins results of further samples; [ ] = dose if it differs, or a comment. Unless noted, the call rests on the fitted dose curve; in most records, active means well fitted curve in the direction sought with a large enough effect; inconclusive means small, poorly fitted or top-dose-only effect, or another doubt; inactive means no such curve, though single readings can be large; an effect the other way counts as inactive or inconclusive. Potency means the concentration at half of the fitted maximal effect. These rows are one share of the data; rates above refer to the full screens.

SMILES | Epigenetic reg | aGlu spleen mod | aGal spleen mod | ALDH1A1 block | GAA inh | GAA glycogen | Tau fluor cs | NPSR antag
NC(=O)c1cc(-c2ccncc2)nc2ccc(Cl)cc12 | -2.9% | 0% | 6% | -2% | 7% | -2% | -10% | -2%
COC(=O)C(NC(=O)c1ccccc1)c1ccccc1 (stereo unspecified) | -4.2% | 2% | -3% | 0% | -3% | 6% | -9% | -2%[46.1 µM]
CC(=O)C1C(c2ccncc2)NC(=O)NC1(O)C(F)(F)F (stereo unspecified) | 1.0% | 1% | 3% | 13% | 0% | 4% | -2% | 11%
CCCn1c(=O)[nH]c(=O)c2c1nc(-c1ccc(OC)c(Br)c1)n2CCOC | -1.9% | 2% | -1% | ? | 7% | 2% | -4% | -8%
O=C(/C=C/c1ccco1)N(c1ccccn1)c1ccccn1 | 11% | 4% | -2% | ? | 4% | 1% | -14% | 1%
Cc1ccc(C2CC(c3cccc(Br)c3)n3nc(N)nc3N2)cc1 (stereo unspecified) | -0.8% | -9% | 2% | 6% | -2% | 4% | -15% | -23%[46.1 µM]
Cc1ccccc1-c1cc(C(=O)Nc2nc3c(s2)CCCC3)c2ccccc2n1 | 1.1% | -19% | -3% | ? | 5% | 2% | -11% | -10%[46.1 µM]
O=S(=O)(Nc1ccc(Cc2ccncc2)cc1)c1ccc(Cl)cc1 | 1.1% | 5% | -8% | 5% | 15% | -1% | 5% | -4%
Cc1ccccc1/C=c1\s/c(=C\C(=O)C(C)(C)C)[nH]c1=O | 2.0% | -7% | -2% | -18% | -2% | -24% | 1% | ?
CCCCC/C=C\C/C=C\C/C=C\C/C=C\CCCC(=O)C(F)(F)F | ? | -3% | -5% | 20µM* | · | · | 2% | ·
O=C(O)c1cnc(-c2ccccc2)nc1C(F)(F)F | 2.5% | -1% | -4% | 5% | -3% | 7% | 1% | 3%
CCNc1nnc(CSc2nc3ccccc3s2)s1 | -2.3% | -3% | 5% | ? | -4% | 1% | -9% | 17%[46.1 µM]
Cc1ccc(NC(=O)Cn2nc(C)c(S(=O)(=O)N(C)C)c2C)cc1 | -1.4% | -20% | 0% | 0% | 13% | 6% | -3% | 9%
Clc1ccc(-c2noc(CN(Cc3ccccn3)CC3CCCO3)n2)cc1 (stereo unspecified) | -1.1% | 0% | -16% | -7% | 3% | 13% | -9% | 30%
Cn1c(N=NC(=O)c2ccccc2)c(O)c2ccccc21 | 1.1% | -9% | -7% | ? | 2% | 3% | ? | -40%
O=C(N1CCOCC1)C(F)(F)C(=O)N1CCOCC1 | 1.0% | 0% | 6% | 6% | 0% | 0% | -6% | -3%[46.1 µM]
O=C1NCC(COc2ccc(Cl)cc2)O1 (stereo unspecified) | 2.2% | 3% | -9% | 7% | -1% | -4% | 1% | 7%
C/C(=N\NC(=O)c1csc(C)c1C)c1ccco1 | 0.0% | 2% | -1% | ? | -3% | -9% | 1% | 15%[46.1 µM]
COC(=O)c1ccc(CNC(=O)c2coc3ccccc3c2=O)cc1 | -0.2% | -9% | -9% | 3% | 5% | 5% | -11% | 1%
CCOC(=O)C1CCN(C(=O)CN(C)S(=O)(=O)c2cc(C)ccc2OC)CC1 | -2.1% | -4% | 5% | -8% | ? | -12% | 3% | -3%[46.1 µM]
CC(=O)C(C(C)=O)C1(O)C(=O)c2ccccc2C1=O | 1.8% | 8% | 1% | 1.6µM* | -2% | -12% | -10% | 27%
O=C1/C(=C/c2cccc(Cl)c2)CSc2sccc21 | 1.6% | 2% | -5% | 2% | -18% | -3% | -29% | 37%
CCOC(=O)C1=C(CC)Nc2ccccc2N/C1=N\S(=O)(=O)c1ccc2ccccc2c1 | -3.8% | 3% | 0% | -18% | -1% | 1% | -15% | -39%
COc1cc(C=O)ccc1OCCOCCOc1ccccc1Cl | -0.5% | 3% | 2% | ? | 1% | 9% | -8% | -20%[46.1 µM]
CC(=O)c1cccc(NC(=O)CC2Oc3ccc(C)cc3NC2=O)c1 (stereo unspecified) | -1.0% | -4% | 2% | 3.2µM* | -5% | -22% | -10% | -1%[46.1 µM]

In the list so far, 2 have an NH in an aromatic ring.
SMILES | Epigenetic reg | aGlu spleen mod | aGal spleen mod | ALDH1A1 block | GAA inh | GAA glycogen | Tau fluor cs | NPSR antag
CCCn1c(=O)[nH]c(=O)c2c1nc(-c1ccc(OC)c(Br)c1)n2CCOC | -1.9% | 2% | -1% | ? | 7% | 2% | -4% | -8%
Cc1ccccc1/C=c1\s/c(=C\C(=O)C(C)(C)C)[nH]c1=O | 2.0% | -7% | -2% | -18% | -2% | -24% | 1% | ?

Some entries already given, showing only aGlu spleen mod:
Compound,aGlu spleen mod
Cn1c(N=NC(=O)c2ccccc2)c(O)c2ccccc21,-9%
O=C(N1CCOCC1)C(F)(F)C(=O)N1CCOCC1,0%

Next structures.
SMILES | Epigenetic reg | aGlu spleen mod | aGal spleen mod | ALDH1A1 block | GAA inh | GAA glycogen | Tau fluor cs | NPSR antag
COC(=O)[C@@H]1C[C@@]2(O)[C@@H](O)[C@@H](O)[C@@H](O)C[C@H]2N1CC1CCCCC1 | 1.5%&9.8% | -7%&-8% | 7%&4% | 11% | · | 3% | -11%&7% | 14%
Cc1csc(SCC(=O)NCCc2ccc(Cl)cc2Cl)n1 | 0.0% | -4% | 0% | 1% | 8% | 2% | -1% | 2%
COc1cc(OC)c(-c2c3cc(O)c(=O)cc-3oc3cc(O)c(O)cc23)cc1OC | 2.0% | -6% | -3% | 10µM* | -2% | ? | -24% | -25%
O=C(/C(=C/c1ccc(Cl)cc1)c1nc2ccccc2[nH]1)c1ccccc1 | -4.2% | -1% | 7% | ? | 2% | -7% | -22% | ?
O=S(=O)(NCc1ccccn1)c1ccc(Cl)c(C(F)(F)F)c1 | -1.5% | -4% | -5% | ? | 1% | 2% | -11% | 10%
COc1ccc(C2=Nn3c(nnc3-c3cc(C)[nH]n3)SC2)cc1 | 0.8% | -9% | -10% | · | · | 1% | -17% | 45%
Cn1c(=O)[nH]c2cc(Cl)cnc21 | -0.8% | 4% | 4% | 4% | 2% | 1% | -6% | -1%[7.67 µM]
O=C(CN1CCN(Cc2ccc3c(c2)OCO3)CC1)N1CCc2[nH]c3ccc(F)cc3c2C1 | -0.9% | -3% | -11% | ? | -1% | -4% | -28% | -17%[46.1 µM]
CCn1cc(/C=N\NC(=O)C2(C)CC2(Cl)Cl)c(C)n1 (stereo unspecified) | -2.0% | 9% | 1% | 4% | -10% | -11% | 9% | 13%
O=C(NC1CCCCNC1=O)c1ccc(Cl)cc1 (stereo unspecified) | 1.4% | -1% | 3% | -3% | -1% | -6% | 4% | -3%[46.1 µM]
COc1cc(NC(=S)NC(=O)c2ccccc2F)ccc1NC(=O)c1cccs1 | 0.9% | -5% | 9% | ? | -1% | -3% | -15% | -25%
CC(C)OCCCNC(=O)CNC(=O)c1cccs1 | -1.0% | -2% | -6% | 7% | -1% | 10% | -6% | -3%[46.1 µM]
O=C(Cn1c(CO)nc2ccccc21)Nc1cc(C(F)(F)F)ccc1N1CCOCC1 | -1.0% | -5% | -8% | 4% | -1% | 3% | -11% | -18%[46.1 µM]
COc1ccc(/C=C/C(=O)Nc2cc(S(=O)(=O)N3CCCCC3)ccc2N2CCCCC2)cc1OC | 0.0% | 7% | 1% | ? | -4% | -3% | -11% | -5%
CCC(C)NC(=O)c1c(F)c(F)c(F)c(F)c1F (stereo unspecified) | -1.9% | -5% | -12% | 2% | -5% | 0% | 5% | 2%[46.1 µM]
O=C(NCCCN1CCOCC1)C(=O)N/N=C/c1ccccc1 | -1.1% | 0% | 5% | 5% | 6% | 0% | 5% | 12%
COc1ccc(C2C(C#N)=C(N)N(c3ccccc3C#N)C3=C2C(=O)CCC3)cc1CN1CCCC1 (stereo unspecified) | -4.3% | 3% | 3% | 1% | -12% | -6% | -1% | -7%
CCN(C(=O)c1cc(Cl)ccc1OC)c1ccccc1 | -1.1% | -6% | 5% | 12% | -17% | 3% | -2% | -17%[46.1 µM]
Cc1cc(C)nc(N2CCCC(C(=O)NCC(c3ccccc3)c3ccccc3)C2)n1 (stereo unspecified) | 0.0% | 0% | -11% | -2% | -12% | 9% | 5% | -7%[46.1 µM]
CC1=Nn2c(nnc2-c2ccccc2)SC1 | 4.8% | -3% | -3% | -3% | -3% | -1% | 7% | -9%[46.1 µM]
O=C1N=c2ccccc2=C1c1sc(=S)n(-c2ccc(O)cc2)c1O | -0.3% | -5% | 5% | -1% | ? | 0% | ? | -8%
O=C(CCSc1nnc(-c2ccc(O)cc2)o1)N1CCOCC1 | -1.1% | 6% | 6% | 9% | 6% | 2% | 2% | 15%
S=C(Nc1ccc2nsnc2c1)N1CCCCC1 | 0.0% | -3% | 1% | ? | 7% | 7% | -15% | -15%
Cc1cc(=S)cc(C)n1CCCn1ccnc1 | -7.6% | -10% | 8% | 2% | -3% | -14% | -5% | 6%[46.1 µM]
O=c1c(Cl)c(NCC2CCCO2)cnn1C12CC3CC(CC(C3)C1)C2 (stereo unspecified) | 1.1% | -2% | -2% | 18µM* | -2% | -14% | -4% | -5%
Cc1cc(SCC(=O)c2cc3ccccc3o2)nc2ccccc12 | 1.9% | -6% | 2% | 28µM* | -5% | -14% | ? | -24%[46.1 µM]
Cc1ccc(OCc2nnc(SCc3nc4ccccc4[nH]3)n2Cc2ccco2)cc1 | -1.8% | -7% | -3% | -7% | -9% | -4% | -13% | ?
Cc1ccc(N2OC3C(=O)NC(=O)C3C2c2ccco2)cc1 (stereo unspecified) | 0.0% | -9% | 0% | 10% | 3% | 7% | -5% | 0%
CCS(=O)(=O)NCCc1csc(-c2ccccc2)n1 | -1.0% | -2% | -15% | 3% | -2% | 2% | -4% | -5%[46.1 µM]
COc1ccc(OC)c(C(=O)CN2CCN(S(=O)(=O)c3ccc(Br)cc3)CC2)c1 | 11% | -3% | -10% | 1.6µM* | ? | -27% | 5% | 19%[46.1 µM]

Screening data deposited in PubChem BioAssay by National Center for Advancing Translational Sciences (NCATS).
